# PP1 inh: blocks human PP1-alpha phosphatase, a PP5 counter-screen; 0.9% of 320,000 active; purified PP1alpha, OMFP fluorescence; inhibition, % at 6.7 µM; P62136;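 active = inhibition above the mean inhibition of all tested compounds plus 3 SD, computed separately for each screening campaign, cut at about 15% in these data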
# PREPL inhibitor: inhibits the human prolyl oligopeptidase-like enzyme. AID 2751. recombinant PREPL, fluorescence polarization activity-based probe. Q4J6C6. 0.68% of 320,000 active. inhibition, % at 5.96 µM; in the data active = inhibition above about 43%;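 also: 0% = enzyme with DMSO and 100% = wells lacking enzyme; many of its hits are not listed in these tables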
# Target sequence (Q4J6C6 whole entry, looked up): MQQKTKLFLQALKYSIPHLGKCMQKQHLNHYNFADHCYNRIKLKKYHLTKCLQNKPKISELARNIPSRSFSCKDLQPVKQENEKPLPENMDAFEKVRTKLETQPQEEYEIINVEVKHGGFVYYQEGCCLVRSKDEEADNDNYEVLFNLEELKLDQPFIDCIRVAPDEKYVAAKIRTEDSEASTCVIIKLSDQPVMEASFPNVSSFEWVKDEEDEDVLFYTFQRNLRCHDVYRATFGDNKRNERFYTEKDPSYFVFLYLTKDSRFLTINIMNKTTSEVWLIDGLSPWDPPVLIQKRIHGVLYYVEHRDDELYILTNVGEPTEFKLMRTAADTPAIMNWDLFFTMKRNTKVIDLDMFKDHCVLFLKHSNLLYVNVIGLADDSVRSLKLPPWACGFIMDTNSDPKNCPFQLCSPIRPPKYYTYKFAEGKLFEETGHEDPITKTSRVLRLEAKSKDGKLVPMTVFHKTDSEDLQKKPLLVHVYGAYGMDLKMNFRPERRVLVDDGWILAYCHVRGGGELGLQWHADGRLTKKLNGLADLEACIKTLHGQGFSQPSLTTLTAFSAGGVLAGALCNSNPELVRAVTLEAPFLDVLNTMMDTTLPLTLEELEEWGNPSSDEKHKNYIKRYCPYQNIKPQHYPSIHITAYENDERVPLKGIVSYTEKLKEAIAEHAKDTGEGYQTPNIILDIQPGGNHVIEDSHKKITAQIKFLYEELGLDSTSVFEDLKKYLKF
# Efflux pump mplx: inhibitors of Candida antifungal efflux pumps expressed in yeast; 0.44% of 330,000 active; inhibition, % at 10 µM; S. cerevisiae Candida pump triplex, Nile Red efflux;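 active = plate passing quality check with inhibition over a set limit, or well fluorescence over plate mean plus 4 SD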;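 also: Nile Red retained in pooled yeast measured as flow cytometry median fluorescence; 0% = buffer negative control and 100% = Enniatin B positive control; higher means more Nile Red kept so more efflux inhibition; some compounds called inactive have numbers as strong as hits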
# ZTA counter: blocks Epstein-Barr virus ZTA, an EBNA-1 counter-screen. ZTA-DNA binding, fluorescence polarization. inhibition, % at 11 µM. 0.15% of 320,000 active; in the data active = inhibition above about 33%
# Target sequence (P03206 whole entry, looked up): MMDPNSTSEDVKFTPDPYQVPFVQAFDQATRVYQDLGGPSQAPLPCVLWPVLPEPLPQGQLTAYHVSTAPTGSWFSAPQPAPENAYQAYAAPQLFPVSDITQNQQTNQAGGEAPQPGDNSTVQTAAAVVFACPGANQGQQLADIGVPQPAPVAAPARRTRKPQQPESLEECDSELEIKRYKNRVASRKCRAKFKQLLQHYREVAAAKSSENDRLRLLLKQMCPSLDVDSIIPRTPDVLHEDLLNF
# PP5 inh: inhibitors of human protein phosphatase 5 (PP5); P53041; purified PP5c, OMFP substrate fluorescence; inhibition, % at 6.7 µM; 0.18% of 320,000 active;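 active = inhibition above the campaign's mean inhibition across all tested compounds plus 3 SD, cut at about 9.5% in these data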;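 also: 0% = DMSO only and 100% = 100 µM cantharidin control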
# EBNA-1 inhibitor: blocks EBNA-1 binding to DNA. 0.34% of 300,000 active. inhibition, % at 14.8 µM. EBNA-1 DNA binding, fluorescence polarization; in the data active = inhibition above about 28%
# TPT1 inh: inhibitors of Candida albicans tRNA 2'-phosphotransferase TPT1; recombinant caTPT1, FP RNA substrate dephosphorylation; inhibition, % at 5 µM; 0.81% of 300,000 active; AID 1962;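 active = inhibition above the mean of all tested compounds plus 3 SD, set per screening campaign, cut at about 24% in these data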;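 also: plate controls were DMSO alone for no effect and ferristatin control at 100 nM for full effect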
# CTSL1 counter: blocks F. hepatica cathepsin L1 in PFM18AAP counter-screen. recombinant F. hepatica cathepsin L1, Z-Leu-Arg-MCA fluorescence. inhibition, % at 5.96 µM. 0.49% of 300,000 active. AID 1906;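 active = inhibition above the mean of all tested compounds plus 3 SD, set per screening campaign, cut at about 17% in these data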;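 also: 0% = plate median of test compound wells and 100% = 1 µM Z-Phe-Ala-diazomethylketone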
# HCV core dimer: HCV core protein dimerization inhibition | TR-FRET GST/Flag-core106 dimerization, 1536-well | inhibition, % at 5 µM | 0.33% of 300,000 active | AID 1899;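 active = inhibition above the mean of all tested compounds plus 3 SD, set per screening campaign, cut at about 45% in these data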
#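 Assay system: tagged HCV core106 pair (GST and Flag); medium: KF-containing HEPES buffer, pH 7.45, DTT, CHAPS, BSA; also added: Eu donor and XL665 acceptor anti-tag antibodies; dosing: 5 µM single dose; timing: compound-protein-antibody incubation 4 h at 22.5 °C; signal: TR-FRET 671 and 617 nm emission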
# * = called active by the depositor; . = no result given. A portion of the library; the hit share may differ from the screen's.
SMILES,PP1 inh,PREPL inhibitor,Efflux pump mplx,ZTA counter,PP5 inh,EBNA-1 inhibitor,TPT1 inh,CTSL1 counter,HCV core dimer
CCCN1C2CCCC1CC(NC(=O)c1cc(OC)cc(OC)c1)C2 (stereo not given),0,-9,-0.1,3,1.9,-5,-1,1,-3
CCOC(=O)C1=C(N)OC2=C(C(=O)CC(C)(C)C2)C1c1ccco1 (stereo not given),-2,7,0.1,-14,0.7,-8,-1,0,-3
Cc1ccccc1Cn1ccc(NC(=O)c2cnn3cccnc23)n1,-2,-4,0.1,-5,0.1,-10,-1,9,-4
CCN(CC)S(=O)(=O)c1ccc(/C=C/C(=O)Nc2ccc(N3CCOCC3)cc2)cc1,3,10,0.1,-4,0.2,2,-3,2,-2
CCN(CC)S(=O)(=O)c1cc(C(=O)OCC(=O)NC(=O)c2cccn2C)ccc1C,4,3,-0.4,11,-0.5,9,2,-6,-68
O=C(Cn1cc(/C=N/NC(=O)c2cccc3ccccc23)c2ccccc21)Nc1ccc(F)cc1,6,-4,-0.1,12,0.5,6,-3,3,8
C#CCOCCOCCOCCNc1nc(N2CCOCC2)nc(N2CCN(C(=O)[C@H](Cc3cc4ccccc4[nH]3)n3cc([C@@H](N)Cc4ccc(O)cc4)nn3)CC2)n1,-2,21,-0.1,-11,-0.2,7,1,-3,-5
N/C(=N\OC(=O)c1ccc(Br)o1)c1ccccn1,-3,-4,0.0,-3,-0.3,-3,2,-13,-1
CCC(CC)C(=O)Nc1cccc(-c2nc3ccccc3o2)c1,2,7,0.0,5,4.0,-20,1,1,-1
CN(C)CC/C=C1\c2cc(F)ccc2CSc2ccccc21,5,-50,-0.8,12,0.8,14,1,0,-4
CCc1sc(C(=O)N2CCN(CC(=O)Nc3cccc(F)c3)CC2)cc1C,-1,14,0.1,-2,4.0,.,.,.,.
O=C(COC(=O)c1ccccc1C(=O)c1ccc(Cl)c([N+](=O)[O-])c1)NC1CCCCCC1,2,2,0.0,1,4.1,2,-3,2,11

# Another view of 4 compounds above:
mol	PP1 inh	PREPL inhibitor	Efflux pump mplx	ZTA counter	PP5 inh	EBNA-1 inhibitor	TPT1 inh	CTSL1 counter	HCV core dimer
C#CCOCCOCCOCCNc1nc(N2CCOCC2)nc(N2CCN(C(=O)[C@H](Cc3cc4ccccc4[nH]3)n3cc([C@@H](N)Cc4ccc(O)cc4)nn3)CC2)n1	-2	21	-0.1	-11	-0.2	7	1	-3	-5
N/C(=N\OC(=O)c1ccc(Br)o1)c1ccccn1	-3	-4	0.0	-3	-0.3	-3	2	-13	-1
CCC(CC)C(=O)Nc1cccc(-c2nc3ccccc3o2)c1	2	7	0.0	5	4.0	-20	1	1	-1
CN(C)CC/C=C1\c2cc(F)ccc2CSc2ccccc21	5	-50	-0.8	12	0.8	14	1	0	-4

# Single values from above:
# Value of Cc1ccccc1Cn1ccc(NC(=O)c2cnn3cccnc23)n1 under CTSL1 counter: 9
# Value of CN(C)CC/C=C1\c2cc(F)ccc2CSc2ccccc21 under CTSL1 counter: 0

# The results go on.
SMILES,PP1 inh,PREPL inhibitor,Efflux pump mplx,ZTA counter,PP5 inh,EBNA-1 inhibitor,TPT1 inh,CTSL1 counter,HCV core dimer
CC(C)(C)c1ccc(OCCCNC2CCCC2)cc1,-2,11,0.4,-3,1.1,-5,5,-2,-18
c1ccc2sc(SCc3ccc(-c4nnco4)cc3)nc2c1,7,-14,0.2,-4,-1.3,8,-1,-5,-1
CCCOc1ccc2oc(=O)c3c(c2c1)CCCN3C(=O)CN1CCCC(C(=O)OCC)C1 (stereo not given),0,6,0.2,10,0.5,-5,-1,4,10
CCOC(=O)c1c(NC(=O)CN2CCCc3ccccc32)sc(C(C)=O)c1C,0,-2,0.1,-3,1.9,3,4,1,0
CC(C)CN(C(=O)c1ccc(-n2cncn2)c([N+](=O)[O-])c1)C1CCS(=O)(=O)C1 (stereo not given),-2,6,-0.1,9,1.3,4,-3,1,2
Nc1nc(SCC(=O)Nc2ccccc2)[nH]c(=O)c1NC(=O)c1cccs1,1,-3,0.0,0,-2.6,-2,-1,0,2
COc1ccc(C(=O)NC(C(=O)NCc2ccccn2)C(C)C)cc1 (stereo not given),3,1,0.3,-5,2.2,-26,-3,-2,-3
O=C(NNC(=O)C1CC1)c1cc(Cl)nc2ccccc12,-2,0,0.1,-9,2.3,-4,-1,1,3
Cc1ccc(NC(=S)NNC(=O)c2ccccc2O)c(C)c1,-2,5,0.0,3,0.8,1,-1,3,0
O=C(Cc1ccccc1)Nc1c(C(=O)N2CCOCC2)cnn1-c1ccccc1,-1,-5,-0.2,0,-3.2,-3,-1,-3,-5
O=C(Cc1ccccc1)NN1C(=O)C2C(C1=O)C1C=CC2C12CC2 (stereo not given),2,-1,0.1,-8,-0.3,6,-3,-3,-13
COc1ccc(Cl)cc1NC(=O)C[n+]1cccc(C)c1,0,12,0.2,-5,1.7,-15,3,3,-8
CN(C)c1ccc(NC(=O)CSCc2nc3c(nnn3Cc3ccc(F)cc3)c(=O)[nH]2)cc1,-1,3,-0.1,-25,1.2,-8,1,1,-7
COc1ccccc1CCNC(=O)c1cc(COc2cccc(C(F)(F)F)c2)on1,2,-13,-0.5,7,4.8,-7,1,2,-2
COc1ccc(N(CC(=O)Nc2c(C)n(C)n(-c3ccccc3)c2=O)S(=O)(=O)c2ccc(F)cc2)cc1,-3,10,0.2,-6,0.0,-12,6,0,4
COc1ccccc1NC(=O)CN1CCN(CC(=O)Nc2cc(NC(C)=O)ccc2OC)CC1,0,12,0.2,9,1.0,3,0,0,1
CCC(C)NC(=O)/C(=C/c1ccco1)c1ccccc1 (stereo not given),-3,-10,0.0,7,2.3,0,3,4,7
COc1cc(C(=O)NNC(=S)NC(=O)c2ccc(Cl)cc2)cc(OC)c1OC,2,4,-0.2,18,-0.8,4,-1,2,5
COc1ccc(NC(=O)CCC(=O)OC(C(=O)c2ccccc2)c2ccccc2)cc1 (stereo not given),-5,5,0.1,2,5.3,1,0,-33,1
COc1ccc(Cc2nc(-c3ccncc3)no2)cc1,-4,1,0.1,13,-3.1,-2,-3,5,-1
CN(C(=O)CCNC(=O)N1CC(=O)Nc2ccccc21)C1CCCCC1,-3,13,-0.2,-15,0.5,-6,-3,-1,0
COc1ccc(Cl)cc1NC(=S)NCc1ccccn1,-4,-8,-0.1,-20,-2.0,-3,2,-3,-6
O=C(NCC1CCCO1)c1coc2nc3ccccc3nc12 (stereo not given),-2,5,-0.1,-12,-0.3,-2,5,5,-2
CCN(CC)S(=O)(=O)c1ccc(C(=O)OCC(=O)N2CCN(C(=O)c3ccco3)CC2)cc1,-1,2,-0.1,16,-0.6,7,-2,-2,-6

# 7 entries already listed, arranged by number of heavy atoms, lowest first:
SMILES,PP1 inh,PREPL inhibitor,Efflux pump mplx,ZTA counter,PP5 inh,EBNA-1 inhibitor,TPT1 inh,CTSL1 counter,HCV core dimer
CC(C)(C)c1ccc(OCCCNC2CCCC2)cc1,-2,11,0.4,-3,1.1,-5,5,-2,-18
c1ccc2sc(SCc3ccc(-c4nnco4)cc3)nc2c1,7,-14,0.2,-4,-1.3,8,-1,-5,-1
CCCN1C2CCCC1CC(NC(=O)c1cc(OC)cc(OC)c1)C2 (stereo not given),0,-9,-0.1,3,1.9,-5,-1,1,-3
CN(C(=O)CCNC(=O)N1CC(=O)Nc2ccccc21)C1CCCCC1,-3,13,-0.2,-15,0.5,-6,-3,-1,0
Nc1nc(SCC(=O)Nc2ccccc2)[nH]c(=O)c1NC(=O)c1cccs1,1,-3,0.0,0,-2.6,-2,-1,0,2
O=C(Cc1ccccc1)Nc1c(C(=O)N2CCOCC2)cnn1-c1ccccc1,-1,-5,-0.2,0,-3.2,-3,-1,-3,-5
CCN(CC)S(=O)(=O)c1ccc(/C=C/C(=O)Nc2ccc(N3CCOCC3)cc2)cc1,3,10,0.1,-4,0.2,2,-3,2,-2

# The results go on.
SMILES,PP1 inh,PREPL inhibitor,Efflux pump mplx,ZTA counter,PP5 inh,EBNA-1 inhibitor,TPT1 inh,CTSL1 counter,HCV core dimer
O=C(COC(=O)c1ccc(S(=O)(=O)N2CCOCC2)cc1)Nc1ccccc1F,-5,5,0.0,-14,1.4,.,.,.,.
O=C(NC1CC1)C1=C[C@@H](C2CC2)C[C@@H](OCCCCO)O1,3,-1,-0.2,9,-1.7,8,2,-3,0
Cc1nc(-c2ccncc2)nc(NCCNc2ncccc2C(F)(F)F)c1Cl,4,-11,0.4,-8,3.8,-7,-1,4,0
O=C(c1cncc(Br)c1)N1CCN(c2ccc([N+](=O)[O-])cc2)CC1,-2,18,-0.5,-23,1.9,-4,1,0,0
CCc1ccc2c(c1)C(c1ccc([N+](=O)[O-])cc1)=NNC(c1ccc(C)cc1)=N2,-2,0,0.3,19,1.6,-9,2,1,-2
N/C(Cn1cncn1)=N\NC(=O)C(=O)Nc1cccc(C(F)(F)F)c1,-9,-6,-0.2,-13,0.3,-14,5,10,-4
O=C(OCC(=O)N1CCc2ccccc2C1)c1cccs1,-3,-9,0.1,-4,-1.6,-3,0,-11,-2
CCOCc1cc(C2NC(=O)NC(C)=C2C(=O)OCC)ccc1OC (stereo not given),-2,-6,0.1,7,-0.1,4,3,-2,1
CCOc1ccc(C(=O)NCC2CCCO2)cc1OCC (stereo not given),-1,12,0.2,-10,1.1,-9,2,-1,-2
O=C(COc1ccc([N+](=O)[O-])cc1)Nc1cccc2nsnc12,-2,13,0.1,1,2.6,-1,11,0,-14
COc1ccc(C(=O)NC2CCN(S(=O)(=O)c3ccccc3)CC2)cc1,-4,-6,-0.1,-11,-4.4,-2,-2,3,-6
Nc1ccn(CC(=O)NCc2ccc3[nH]ccc3c2)c(=O)n1,-5,1,-0.1,9,-3.3,.,.,.,.
CC(Nc1nc(-c2ccc(F)cc2)cs1)c1nc2cc(Cl)c(N3CCCCC3)cc2n1CCCO (stereo not given),10,17,0.1,4,4.2,11,1,1,8
CCCCNS(=O)(=O)c1ccc(OC)cc1,-2,11,0.3,2,4.8,2,2,-4,-9
CC(C)(C)Nc1nc(N2CCCC2)nc(N2CCCC2)n1,1,6,0.0,-9,0.4,-2,-4,1,-4
CC(=O)Nc1ccc(S(=O)(=O)n2nc(-c3ccc(C)cc3)nc2N)cc1,-5,-17,0.0,-10,3.1,24,-3,0,-7
Cc1cc(C)c(OCC(=O)OCC(=O)N2CCCc3ccccc32)c(C)c1,-2,4,0.0,12,1.3,3,-3,-2,6
Cc1ccnc2nc(C(=O)Nc3ccc(S(=O)(=O)N4CCCC4)cc3)nn12,-2,-4,-0.1,-2,-2.5,-5,3,0,-1
CCn1c(CN2CCOCC2)nnc1SCC(=O)Nc1cccc(C)c1,-2,8,0.7,2,-1.5,1,0,2,-1
Cc1cc(C)n(/N=C/c2ccco2)c(=O)c1C#N,-2,16,-0.2,-12,2.2,-9,0,1,-10
Cc1nc2ccc(S(=O)(=O)NC(C(=O)N3CCCC3)C(C)C)cc2s1 (stereo not given),-2,14,-0.2,-18,2.1,2,-5,2,0
CCOc1cc(/C=N\NC(=O)C2C(=O)NCC2c2ccccc2)ccc1OC (stereo not given),1,-6,0.3,0,1.8,3,0,1,-2
O=C(OCC(=O)N1CCCC1)c1ccc(OC(F)(F)F)cc1,-6,-3,-0.1,-3,-2.6,-5,-3,-5,2
COc1ccccc1C(=O)C1CCCN(C(=O)c2cnn(C(C)C)c2)C1 (stereo not given),-1,8,0.0,-2,-0.2,-10,2,1,-5
CCOCC(=O)Nc1nc(C)cc(C)n1,2,4,0.1,-8,3.9,-1,1,-3,-6
